mABHD4 FP – inhibitors of mouse ABHD4; 370,000 compounds, 0.54% hits; inhibition, % at 8.92 µM; AID 720543; purified mABHD4, FP-Rh probe fluorescence polarization;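 active = inhibition exceeding the mean over every tested compound plus 3 SD, cut at about 30% in these data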;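 also: 0% = plate median of compound wells and 100% = S159A mutant with DMSO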
Target sequence (Q8VD66 whole entry, looked up): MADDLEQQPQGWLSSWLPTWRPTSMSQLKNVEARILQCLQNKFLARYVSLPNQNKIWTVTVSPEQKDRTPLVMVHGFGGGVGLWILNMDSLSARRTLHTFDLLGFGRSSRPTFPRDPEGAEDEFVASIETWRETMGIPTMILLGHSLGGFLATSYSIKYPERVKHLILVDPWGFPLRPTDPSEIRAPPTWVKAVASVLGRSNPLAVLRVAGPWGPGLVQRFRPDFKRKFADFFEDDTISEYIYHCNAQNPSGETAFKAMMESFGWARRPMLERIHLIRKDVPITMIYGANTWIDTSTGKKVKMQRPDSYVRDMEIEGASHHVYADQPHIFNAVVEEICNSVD
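Test system: mABHD4 protein | Buffer or medium: HEPES pH 7.0 buffer, 150 mM NaCl, 0.01% Pluronic F-127 | Probe or stimulus: FP-Rh fluorescent activity-based probe, added after compound pre-incubation | Timing: Pre-incubation 45 min, probe exposure 60 min, at 25 °C | Technique: Fluorescence polarization, excitation 525 nm, emission 598 nm, BODIPY TMR filters | Repeats: Single well per compound (singlicate)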
rCAG binder – molecules binding r(CAG) RNA repeats | r(CAG) RNA repeat, TO-PRO-1 dye displacement fluorescence | inhibition, % at 3 µM | 370,000 compounds, 1.3% hits;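 active = inhibition above the plate cutoff, the mean of all test compounds on that plate plus 3 SD, cut at about 35% in these data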;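 also: 0% = DMSO alone and 100% = 100 µM mitoxantrone as full dye displacement; higher means more dye released from RNA so lower well fluorescence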
PG9 Ab binder – binds the HIV-1 gp120 antibody PG9; inhibition, % at 6.7 µM; TR-FRET gp120-PG9 antibody binding; 360,000 compounds, 0.43% hits; in the data active = inhibition above about 8.5%
ASAP1 inh – ASAP1 ArfGAP inhibition. ASAP1-stimulated ARF1 GTP hydrolysis, GDP FP detection. 360,000 compounds, 0.19% hits. inhibition, % at 16.5 µM; in the data active = inhibition above about 25%;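 also: 0% = vehicle with enzyme and substrate and 100% = no enzyme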
Target sequence (Q9ULH1 325-724 limits assumed): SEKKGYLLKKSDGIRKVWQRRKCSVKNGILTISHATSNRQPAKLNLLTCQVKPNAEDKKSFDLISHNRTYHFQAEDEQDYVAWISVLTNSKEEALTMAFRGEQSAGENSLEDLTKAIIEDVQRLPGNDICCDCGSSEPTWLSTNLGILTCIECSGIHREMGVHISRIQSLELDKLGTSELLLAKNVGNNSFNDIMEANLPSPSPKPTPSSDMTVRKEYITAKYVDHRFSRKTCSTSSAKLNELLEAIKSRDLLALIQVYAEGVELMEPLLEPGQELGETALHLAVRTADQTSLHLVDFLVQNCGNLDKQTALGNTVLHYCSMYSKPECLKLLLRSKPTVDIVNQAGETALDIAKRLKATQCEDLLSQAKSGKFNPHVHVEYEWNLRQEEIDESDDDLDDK
SMARCA2 act – activators of SMARCA2 function; MG213 cells, MMTV-luciferase reporter, dexamethasone, overnight; activation, % at 9.1 µM; 370,000 compounds, 1% hits; in the data active = activation above about 7.8%;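 also: 0% = vehicle wells and 100% = reference activator wells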
GC-B act – GC-B (human) receptor activation; activation, % at 10 µM; P20594; AID 1920062; 370,000 compounds, 0.11% hits; HEK293-GC-B cells, CNP EC30, cGMP TR-FRET; 0% at EC30 CNP, 100% saturating CNP;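 active = activation at 10 µM reaching about 35% in either raw or pattern-adjusted values, limit read from the data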
HTRA1 inh – blocks human HTRA1 serine peptidase; inhibition, % at 5.96 µM; AID 504803; recombinant HTRA1, FP-rhodamine activity-based probe, fluorescence polarization; 340,000 compounds, 0.5% hits; in the data active = inhibition above about 36%;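 also: 0% = enzyme with DMSO and 100% = wells lacking enzyme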
NR1D1 modulator – modulators of human Rev-erb alpha DNA binding; P20393; Rev-erbα–FITC-DNA binding, fluorescence polarization, 90 min; activity, % at 10 µM; 370,000 compounds, 0.79% hits; AID 1259318;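 active = activity above about 14%, limit read from the data; passing the limit was not always enough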;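 also: 0% = DMSO wells with 35 nM protein and 100% = DMSO wells with 750 nM protein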
ARFGAP1 inhibitor – inhibits rat ARF GTPase activating protein 1. Arfgap1-stimulated ARF1 GTP hydrolysis, GDP FP detection. 360,000 compounds, 0.26% hits. inhibition, % at 16.5 µM;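 active = inhibition above a per-plate limit, mean inhibition of low control wells plus 3 SD, cut at about 25% in these data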;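 also: 0% = DMSO wells with enzyme and 100% = wells lacking Arfgap1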
Target sequence (Q62848 1-136 limits assumed): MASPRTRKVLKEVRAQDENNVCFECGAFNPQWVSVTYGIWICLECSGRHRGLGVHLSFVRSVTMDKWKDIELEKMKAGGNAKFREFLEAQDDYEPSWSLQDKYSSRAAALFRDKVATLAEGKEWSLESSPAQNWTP
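system = rat Arfgap1 catalytic domain, aa 1-136 | technique = FP, GDP Alexa 633 tracer displaced from anti-GDP antibody, 620/688 nm | compound = one concentration, 16.5 µM, DMSO 1.26% | medium = HEPES-based buffer, pH 7.5 | timing = compound-enzyme preincubation 20 min, reaction 120 min, detection 60 min, 25 °C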
NPR1 activator – GC-A (human) enzyme activation. P16066. HEK293 GC-A cells, cGMP TR-FRET, EC30 ANP; 0% at EC30 ANP, 100% saturating ANP. activation, % at 10 µM. 370,000 compounds, 0.14% hits. AID 1671463; in the data active = activation above about 40%
Active calls of the source: *; . = not tested or not shown.

cpd	smiles	mABHD4 FP	rCAG binder	PG9 Ab binder	ASAP1 inh	SMARCA2 act	GC-B act	HTRA1 inh	NR1D1 modulator	ARFGAP1 inhibitor	NPR1 activator
1	CN(CCO)C1CN(Cc2cn(Cc3ccccc3C(F)(F)F)nn2)S(=O)(=O)C1 (centres undefined)	-7	4	.	.	2	6	.	-10	.	3
2	Cc1ccc(-n2[nH]c(C)c(/C=N/n3c(C)nc4ccccc4c3=O)c2=O)cc1	6	4	-0.9	-10	-2	3	4	-6	-5	-6
3	O=C(Nc1ccc2c(c1)[C@@H]1C[C@@H](CC(=O)N3CCCCC3)O[C@@H](CO)[C@@H]1O2)NC1CCCCC1	4	-2	0.4	-10	-2	-2	3	-5	7	-2
4	Cc1ccc(NC(=O)CS(=O)CC(=O)NCCCc2ccccc2)cc1Cl (centres undefined)	-1	0	1.1	7	6	-3	-10	-2	8	0
5	CCCN(C(=O)c1ccccc1Cc1ccccc1)C1CCS(=O)(=O)C1 (centres undefined)	-3	-1	0.6	-5	-2	1	-5	-4	0	-2
6	COc1ccccc1NC(=O)c1cc(S(=O)(=O)NCc2ccccc2)ccc1F	-12	2	0.3	2	-6	-1	-20	-6	8	-13
7	CCOC(=O)C1=C(COC(=O)CCOc2cccc(C)c2)NC(=O)NC1C (centres undefined)	4	-7	-1.3	-3	0	-6	0	-2	-4	-3
8	O=C(Nc1cccc(S(=O)(=O)N2CCOCC2)c1)c1cccc(S(=O)(=O)N2CCCCC2)c1	-3	10	0.7	4	-4	-1	-7	-2	5	1
9	O=C(Nc1nnc(SCc2ccccc2)s1)c1cccc([N+](=O)[O-])c1	4	36*	0.0	-2	-3	-1	-11	-2	-4	0
10	COCCCNC(=S)N(CCCO)Cc1cc2cc3c(cc2[nH]c1=O)OCCO3	-1	-4	-0.9	8	-3	-4	-3	6	1	4
11	FC(F)(F)c1ccc(-c2n[nH]c(=S)o2)nc1	3	-3	-0.7	-10	-2	-1	1	-1	-6	-1
12	COc1cccc(/C=C/C(=O)OCC(=O)c2ccc(Br)cc2)c1	-3	2	0.8	-3	-3	4	-3	-5	12	3
13	CCCC1CCC(C(=O)Nn2cnc3ccccc3c2=O)CC1 (centres undefined)	-2	-3	-0.6	5	-1	1	-1	3	2	-1
14	OC[C@@H]1CN(Cc2ccc(Cl)cc2)C[C@H](n2cnc3c(N4CCN(c5ccccc5)CC4)ncnc32)O1	-5	8	-0.5	13	-5	4	.	-2	5	2
15	CC(C)NC(=O)CSc1nc(-c2cccs2)cc(-c2ccccc2)c1C#N	-4	1	0.0	-2	-1	-6	-7	60*	-5	-5
16	O=C(NC1CC1)c1sccc1-n1cccc1	2	3	-2.0	10	6	-1	-3	-1	11	4
17	Cc1cc(NS(=O)(=O)c2ccc(NC(=O)Cc3ccc(Cl)c(Cl)c3)cc2)on1	4	57*	.	.	-3	0	.	2	.	0
18	FC(F)(F)c1ccc(Sc2nnc(-c3cccs3)n2CC2CCCO2)nc1 (centres undefined)	12	0	-1.7	3	0	5	2	6	17	-1
19	Cc1ccc(S(=O)(=O)N(C)CC(=O)N(C)CCOc2ccccc2)cc1	1	2	0.4	-4	-2	0	-1	-1	-15	0
20	COc1ccc(Br)cc1C1CC(=O)C(C)C(c2cc(Br)ccc2OC)N1 (centres undefined)	-20	2	0.6	7	-2	-2	-26	-5	-1	-3
21	Cc1nc(-c2ccc(F)cc2)c(CC(=O)N(C)CC(=O)Nc2ccc(Cl)c(C(F)(F)F)c2)s1	-57	2	-0.9	9	-4	-6	-52	3	16	-4
22	Nc1c(C(=O)NCc2cccnc2)sc(=S)n1-c1ccccc1	0	-1	1.3	-2	1	-1	4	-3	3	2
23	CC(=O)c1ccc(N2CCN(C(=O)c3nn(C)c4c3CS(=O)(=O)c3ccccc3-4)CC2)cc1	-2	-3	0.3	6	0	4	9	-9	-4	1
24	O=C(N/N=C/C=C\c1ccccc1[N+](=O)[O-])c1cccs1	0	0	-4.3	6	1	-5	-2	1	4	1
25	O=C1N=C(N2CCCCC2)SC1=C1CCCCC1	9	5	1.1	4	-2	0	4	-1	6	1
26	O=c1c(C=NCCCO)c(-c2ccccc2)[nH]n1-c1nc2ccccc2s1	-12	6	-0.5	-2	-6	-6	-15	-3	5	-1
27	O=C(NCCCCc1ccccc1)NC[C@@H]1CC[C@@H](Cc2ccc(-c3ccccc3)cc2)O1	-5	2	0.2	5	-4	-2	-25	-2	7	3
28	CCOc1ccc(/C=C/C(=O)NC2CCCCC2)cc1	-4	-5	-2.7	-28	-2	3	-6	0	1	-3
29	O=C1c2ccsc2SCCN1Cc1cccc(F)c1	1	-3	-0.7	10	-1	-1	-1	-6	7	0
30	CSCCC1NC(=O)N(CC(=O)Nc2c(Cl)cc(Cl)cc2Cl)C1=O (centres undefined)	2	-2	-1.7	-3	-2	4	2	-1	0	3
31	CCOC(=O)c1ccc(N2CCN(c3cc(C)ccc3C)CC2)c(N)c1	3	-2	-0.8	1	-2	0	-5	2	7	5
32	C=CCNC1=C(Cl)C(=O)N(c2cccc(Cl)c2Cl)C1=O	5	2	-1.1	9	1	4	-9	-2	5	2
33	Cc1ccc(-c2csc(/C(C#N)=C/Nc3ccccc3SC(F)(F)F)n2)cc1	1	-2	1.0	0	0	7	-3	-7	7	3
34	CCN(CC)c1ccc(C2N(C(=O)N3CCOCC3)CCN2S(=O)(=O)c2ccc(C)cc2)cc1 (centres undefined)	-4	-3	0.6	-2	-5	-1	3	-4	0	0
35	COc1cc2c(cc1NC(=O)C(C)NCc1ccccc1)oc1ccccc12 (centres undefined)	-11	4	-0.7	-9	-1	17	-52	-3	-1	14
36	O=C(CCc1ccccc1)NC(=S)Nc1ccc(S(=O)(=O)N2CCOCC2)cc1	-9	3	-0.2	-3	-1	-1	-26	4	8	1
37	CC(C)C[C@H]1CN=C(Nc2ccccc2)N1CC1CCCCCC1	-3	2	-0.8	-3	0	-27	-4	1	-1	-14
38	Cc1ccc(Nc2nc(N)nc(CN3CCCCCC3)n2)cc1	4	6	0.3	-9	3	7	-12	-1	-1	4
39	Cc1ccc(SCCC(=O)OCC(=O)Nc2ccc(C(N)=O)cc2)cc1	-3	4	-0.3	7	-1	-2	-4	0	20	-1
40	Cn1ncc2cc3c(Nc4ccc(Cl)cc4)cccc3nc21	13	3	0.1	-3	-4	-22	.	13	-21	-27
41	COc1ccc(CNC(=O)C(C)OC(=O)CN2C(=O)COc3ccccc32)cc1 (centres undefined)	6	0	1.2	7	-2	-2	5	1	13	4
42	COC(=O)c1ccc(NS(=O)(=O)c2ccc(OC)cc2)cc1	-7	0	0.4	-4	0	2	-3	-1	7	6
43	Cc1ccc2oc(-c3cccc(NC(=O)Cc4cccs4)c3)nc2c1	-5	1	0.6	3	0	-3	0	4	-1	2
44	CC(CCc1ccccc1)N1CCN(C)CC1 (centres undefined)	5	2	-3.1	-18	0	0	3	3	-7	3
45	COc1ccc([C@@H]2[C@@H](C(=O)C(C)(C)C)N3N=Cc4ccccc4[C@@H]3C23C(=O)OC(C)(C)OC3=O)cc1OC	3	0	-1.5	-7	-2	2	-2	3	4	1

An excerpt of these results, in transposed form:
19: Cc1ccc(S(=O)(=O)N(C)CC(=O)N(C)CCOc2ccccc2)cc1
20: COc1ccc(Br)cc1C1CC(=O)C(C)C(c2cc(Br)ccc2OC)N1 (centres undefined)

Compound,19,20
mABHD4 FP,1,-20
rCAG binder,2,2
PG9 Ab binder,0.4,0.6
ASAP1 inh,-4,7
SMARCA2 act,-2,-2
GC-B act,0,-2
HTRA1 inh,-1,-26
NR1D1 modulator,-1,-5
ARFGAP1 inhibitor,-15,-1
NPR1 activator,0,-3

(listing goes on)
cpd	smiles	mABHD4 FP	rCAG binder	PG9 Ab binder	ASAP1 inh	SMARCA2 act	GC-B act	HTRA1 inh	NR1D1 modulator	ARFGAP1 inhibitor	NPR1 activator
46	COc1ccc(CN(C2CCCC2)S(=O)(=O)c2ccc(-n3cnnn3)cc2)cc1OC	-10	2	1.5	-14	-6	0	-8	-5	5	-4
47	CC(C)[C@@H]1NC(=O)c2cc([N+](=O)[O-])cc(I)c2NCCC[C@@H](C(=O)NC(CC(=O)O)C(N)=O)NC(=O)[C@H](CO)NC1=O (some centres undefined)	-9	6	0.3	3	1	1	-6	-1	-4	-2
48	COc1cc(NS(=O)(=O)c2ccc(Nc3nc(-c4ccccn4)cs3)cc2)nc(OC)n1	35*	45*	-0.7	3	1	-2	12	-5	3	0
49	Cc1cccc(OC(=O)c2ccc3c(=O)n4c(nc3c2)CCC4)c1	3	0	1.5	-7	7	9	-3	0	2	0
50	C=CCNC(=O)C(=O)NCCCN1CCOCC1	2	-2	-0.1	4	-3	2	1	4	4	2
51	CCOC(=S)SCc1cn2ccc(C)cc2n1	-2	0	0.1	-2	0	10	7	-3	14	2
52	COC(=O)c1ccc(NC(=O)C(=O)N2CCCC2)cc1	-1	-3	-0.5	9	3	3	1	-6	10	-1
53	Cc1ccc(-c2cnc(C(O)c3ccc(Cl)cc3C)[nH]2)cc1 (centres undefined)	-1	0	-0.8	15	0	4	.	-1	8	-1
54	CCOC(=O)/C(C)=N/Nc1nc(-c2ccc(NC(C)=O)cc2)cs1	11	10	-2.6	-3	-2	3	.	5	2	3
55	CCOC(=O)c1cc(C)n(CCc2ccccc2)c1C	-7	-7	0.3	-1	1	-1	-6	-4	5	0
56	COc1ccc(NC(=O)C2(c3ccc(NC(=O)c4ccc(C)cc4)cc3)CCCC2)cc1	1	-2	1.5	-2	-2	5	0	2	-1	-6

High-throughput results deposited in PubChem by several laboratories.
